High-throughput results deposited in PubChem BioAssay by several laboratories.
EP2 antag – inhibitors of human EP2 prostaglandin E2 receptor | hit rate 0.52% among 260,000 | AID 1422 | inhibition, % at 25 µM | C6 glioma cells expressing human EP2, cAMP TR-FRET; cells stimulated with saturating PGE2 | P43116;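 active means percent inhibition above 40 after rounding to a whole number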;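 further: rat C6 glioma host cells with rolipram phosphodiesterase inhibitor present; the protocol text gives 20 µM as final concentration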
Target sequence (P43116 whole entry, looked up): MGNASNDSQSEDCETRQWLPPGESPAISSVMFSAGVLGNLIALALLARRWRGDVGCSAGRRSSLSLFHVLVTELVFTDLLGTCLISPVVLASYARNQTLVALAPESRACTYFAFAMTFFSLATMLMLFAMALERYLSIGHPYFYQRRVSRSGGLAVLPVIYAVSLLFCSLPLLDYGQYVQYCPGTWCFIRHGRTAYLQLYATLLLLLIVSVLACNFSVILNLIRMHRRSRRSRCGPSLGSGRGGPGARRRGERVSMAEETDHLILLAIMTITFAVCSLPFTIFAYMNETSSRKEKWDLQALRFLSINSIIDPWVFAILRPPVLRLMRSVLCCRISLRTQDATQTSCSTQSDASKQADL
p97 ATPase inh – blocks human p97 ATPase activity. P55072. recombinant p97 ATPase, Kinase-Glo ATP luminescence, 3 h. inhibition, % at 8 µM. hit rate 0.42% among 220,000; in the data active means inhibition above about 15%;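 further: 0% = DMSO vehicle and 100% = wells lacking enzyme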
NPY-Y1 PAM-ag – human NPY-Y1 potentiation or agonism, primary screen. P25929. NPY-Y1 expressing cells, potentiator/agonist activation. activation, % at 3.6 µM. hit rate 0.37% among 220,000. AID 1304; in the data active means activation above about 33%, passing the limit was not always enough;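 further: cells stimulated with NPY at EC10 then isoproterenol at EC100; 0% = low agonist plus stimulus and 100% = saturating agonist plus stimulus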
Target sequence (P25929 whole entry, looked up): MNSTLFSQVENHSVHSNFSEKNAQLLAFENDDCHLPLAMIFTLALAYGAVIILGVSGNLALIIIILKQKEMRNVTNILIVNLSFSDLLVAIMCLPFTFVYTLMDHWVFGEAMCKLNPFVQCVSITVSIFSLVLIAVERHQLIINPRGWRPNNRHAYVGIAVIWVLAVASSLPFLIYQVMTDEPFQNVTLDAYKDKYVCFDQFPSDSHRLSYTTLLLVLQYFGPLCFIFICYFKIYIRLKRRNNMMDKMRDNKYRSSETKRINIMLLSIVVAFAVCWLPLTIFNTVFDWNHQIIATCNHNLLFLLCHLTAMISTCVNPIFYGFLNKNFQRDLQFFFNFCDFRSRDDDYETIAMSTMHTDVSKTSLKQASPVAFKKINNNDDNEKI
S1P4 antagonist – human S1P4 receptor antagonism. S1P4-expressing cells, antagonist mode, reporter read-out. inhibition, % at 4.98 µM. hit rate 0.26% among 220,000. AID 1510; in the data active means inhibition above about 29%;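 further: 0% = wells stimulated with agonist and 100% = vehicle wells without agonist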
eIF4E-4G inh – inhibitors of eIF4E and eIF4G interaction in translation initiation; AID 782; P63073+Q04637; TR-FRET eIF4E-eIF4GI(517-606) binding, 2 h; hit rate 0.37% among 220,000; inhibition, % at 21.7 µM;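 active means inhibition above about 30%, limit read from the data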;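 further: 0% = full FRET control wells and 100% = background wells lacking eIF4GI fragment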
NPY-Y2 PAM-ag – human NPY-Y2 potentiation or agonism, primary screen; activation, % at 3.6 µM; P49146; hit rate 0.45% among 220,000; cells expressing NPY-Y2, potentiator/agonist read-out; in the data active means activation above about 27%;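 further: cells stimulated with NPY near EC25 plus isoproterenol at EC100; 0% = vehicle plus submaximal agonist and 100% = vehicle plus saturating agonist; some results beyond the cut were filed as inactive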
NPY-Y1 antag – antagonists of human neuropeptide Y receptor Y1 | P25929 | HEK293-CNG Y1 cells, membrane potential fluorescence; NPY at EC95, then isoproterenol | inhibition, % at 3.6 µM | hit rate 1% among 200,000;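 active means inhibition above the campaign mean inhibition of all tested compounds plus 3 SD, cut at about 20% in these data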;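 further: 0% = DMSO wells given NPY plus isoproterenol and 100% = isoproterenol alone without NPY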
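material = HEK293 cells with Y1 receptor plus CNG channel | also added = NPY 25 nM then isoproterenol 1 µM plus Ro 20-1724 25 µM | schedule = dye 3 h, compound 60 min room temperature, stimulation 45 min | measured by = membrane potential fluorescence | benchmarks = high control isoproterenol alone, low control NPY with isoproterenol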
S1P4 agonist – activates the human S1P4 receptor. S1P4-expressing cell line, agonist reporter assay. hit rate 0.35% among 220,000. O95977. activation, % at 4.98 µM. AID 1509; in the data active means activation above about 11%;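 further: 0% = DMSO vehicle and 100% = reference agonist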
EP2 modulator – modulators of human EP2 prostaglandin E2 receptor; P43116; EP2-expressing cells, cAMP HTRF FRET, PGE2 co-stimulation; induction, % at 25 µM; hit rate 0.83% among 260,000; AID 940;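 active means compounds whose cAMP rise, as percent of the full-agonist control response, exceeds 60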;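 further: rat C6 glioma line stably carrying human EP2 under a CMV promoter; the protocol text gives 20 µM as final concentration; 100% = response of wells given 1 µM PGE2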
The depositor's hits bear a star; . = not tested or not shown; & = joins results of further samples; [ ] = dose if it differs, or a comment. These rows are one share of the data (hit frequency here may not be typical).

SMILES	S1P4 antagonist	EP2 antag	NPY-Y1 antag	NPY-Y1 PAM-ag	EP2 modulator	S1P4 agonist	eIF4E-4G inh	p97 ATPase inh	NPY-Y2 PAM-ag
Cc1cc(=S)cc(C)n1CCCn1ccnc1	-20	4	3	7	23	1.0	1	3	-4
CCC(=O)NCCc1cc2cc(C)c(C)cc2[nH]c1=O	-3	.	-1	-4	-14	-0.7	8	7	-4
CC1CN(C(=O)c2cnn3c(C(F)F)cc(-c4ccccc4)nc23)CC(C)O1 (configuration not stated)	19	3&8	1	-17	-9&-71	1.9	-4	-1	11
C=C(C)c1cccc(C(C)(C)NC(=O)NC(c2ccccc2)c2ccc(OC)cc2)c1 (configuration not stated)	-19	9	15	-6	53	0.5	4[fluorescence artefact?]	-2	7
COc1ccc(OCCC(=O)Nc2cc(C)on2)cc1	-6	14	6	19	25	1.2	4	10	14
CC(C)(C)c1[nH]nc2c1C(c1ccco1)C(C#N)=C(N)O2 (configuration not stated)	8	5	-6	5	-7	0.6	-2	-3	12
C=CCOc1ccc2c(c1)c(=O)cc(C(=O)O)n2CC	-12	8	.	-6	-16	-0.9	1	1	7
O=C(NCc1ccco1)C(c1ccco1)N(CCc1ccccc1)C(=O)Cn1nnc2ccccc21 (configuration not stated)	-13	15	17	-23	12	-0.4	4	4	-6
COc1cc(/C=C2/SC(=Nc3ccc(O)cc3)NC2=O)ccc1O	1	17	.	-3	-23	0.8	3	25*	-27
COCCn1c(-c2ccc(-c3ccccc3Cl)o2)nc2c1c(=O)[nH]c(=O)n2CC(C)C	8	10	1	11	14	0.8	9	7	4

Next section
SMILES	S1P4 antagonist	EP2 antag	NPY-Y1 antag	NPY-Y1 PAM-ag	EP2 modulator	S1P4 agonist	eIF4E-4G inh	p97 ATPase inh	NPY-Y2 PAM-ag
O=c1[nH]c(SCc2nc3ccccc3c(=O)n2-c2ccccc2C(F)(F)F)nc2ccccc12	-9	6	7	-43	18	-1.4	-3	-8	-13
COC(=O)CSc1nc2c(c(-c3ccc(O)cc3)c1C#N)CCCC2	-13	3	10	-15	62*	1.0	0	-2	-5
Cc1ccc(C)c(N(C(=O)Cn2nnc(-c3cccs3)n2)C(C(=O)NC2CCCC2)c2ccncc2)c1 (configuration not stated)	2	5	3	-6	8	0.3	3	-4	10
COc1ccc(NC(=S)NC(=O)c2csnn2)cc1	1	3	5	0	5	1.6	2	-1	-10
Cc1c(NC(=O)Nc2ccc(Cl)c(Cl)c2)sc(=S)n1C	2	9	-1	-4	.	-1.3	.	1	-4
COCCNC(=O)CSc1c2c(nc3ccc(Cl)cc13)CCCC2	12	10	-9	-16	9	0.8	8	0	-14
CSCCC(C(=O)N1CC2(C)CC1CC(C)(C)C2)N1C(=O)c2ccccc2C1=O (configuration not stated)	-6	18	-2	0	11	1.5	-6[fluorescence artefact?]	-8	0
C/C(=N\NC(N)=S)c1ccc2c(c1)OCCO2	5	11	.	22	-1	0.0	4	9	11
Cc1ccc(O)c(C2=Nc3ccccc3C2(C)C)c1	-8	10	11	-19	37	0.3	4	0	-19
O=C(Cn1nc(-c2ccccc2)c2ccccc2c1=O)Nc1ccccn1	-13	7	-7	-26	17	-0.1	1	6	13

Going on with the list:
SMILES	S1P4 antagonist	EP2 antag	NPY-Y1 antag	NPY-Y1 PAM-ag	EP2 modulator	S1P4 agonist	eIF4E-4G inh	p97 ATPase inh	NPY-Y2 PAM-ag
CCC(C)n1c(-c2cccs2)nc2nc3ccccc3nc21 (configuration not stated)	-14	14	-9	20	55	0.9	-9	4	12
Cc1ccccc1-c1cc(C(=O)Nc2sc(C(=O)OC(C)C)c(C)c2C#N)c2ccccc2n1	6	6	4	-12	-10	-3.2	0	-6	-3
COc1ccc(C(N)=O)cc1NC(=O)c1cccc(F)c1	21	5	-3	-18	25	-2.7	0	2	-4
O=C(/C=C/c1cccc(Cl)c1)NCc1ccccc1	6	3	4	-11	-66	0.4	-3	-4	0
Cc1ccc(NC(=O)N2CCCCC2)cc1[N+](=O)[O-]	-17	1	.	0	-34	0.7	4	6	5
CC1(C)C=C2[C@H]3CC[C@@H]4[C@@]5(C)CCC(=O)C(C)(C)[C@@H]5CC[C@@]4(C)[C@]3(C)CC[C@@]2(C(=O)O)CC1	8	5	3	2	-15	0.4	-1	8	5
COC(=O)c1c(NC(=O)C2SC(=NC3CCCCC3)C(C(N)=O)=C2N)sc2c1CCCC2 (configuration not stated)	-9	7	-4	-19	21	0.8	-1[fluorescence artefact?]	3	5
Cc1onc(-c2c(Cl)cccc2Cl)c1NC(=O)NN(C)c1ccc([N+](=O)[O-])cn1	12	8	.	11	10	-0.5	-4	7	9
CC1CCc2cc(F)ccc2N1C(=O)C1(C)CC1(Cl)Cl (configuration not stated)	-4	5	3	-22	52	1.0	1	-2	8
Cc1oc(-c2ccccc2)cc1C(=O)Nc1cccc(/C=C\C(=O)O)c1	-5	10	2	-7	82*	-0.7	2	-1	-31

(list continues)
SMILES	S1P4 antagonist	EP2 antag	NPY-Y1 antag	NPY-Y1 PAM-ag	EP2 modulator	S1P4 agonist	eIF4E-4G inh	p97 ATPase inh	NPY-Y2 PAM-ag
Cn1ccnc1C(=O)c1cc(SCC(=O)N2CCOCC2)nc2ccccc12	-1	8	4	-21	-39	-0.8	4	2	-1
CCC1OC2(C)OC(=N)C1(C#N)C(C#N)(C#N)C2c1ccccc1 (configuration not stated)	-3	7	-1	-1	27	1.4	1[fluorescence artefact?]	3	10
CSCCCNC(=S)N1CCc2ccccc2C1	-3	7	-2	7	-38	0.1	0	4	5
COc1ccc(CNC(=O)C/C(C)=N/NC(=O)Cc2ccc(OC)cc2)cc1	-1	2	1	-12	-7	0.7	16	5	-10
COc1ccc(/C=N/NC(=O)c2cccc(Br)c2)cc1CSc1ccccn1	-10	5	1	-3	-9	1.1	11	0	-6
c1ccc(-c2cc(-c3nc4ccccc4[nH]3)c3ccccc3n2)cc1	9	23	4	-10	-46	1.7	-4	7	-17
O=C(CSc1ccc2nnc(-c3ccccn3)n2n1)NCC1CCCO1 (configuration not stated)	-1	14	0	-3	0	1.8	2[fluorescence artefact?]	6	0
CC(=O)c1sccc1NC(=O)c1ccccc1C(=O)O	-5	14	.	-27	85*	0.2	-1	-1	-23
CS(=O)(=O)N1CCc2cc(S(=O)(=O)NCCNS(=O)(=O)c3ccc4c(c3)CCN4S(C)(=O)=O)ccc21	-1	4	-1	6	-30	0.9	1	5	-1
CSc1cccc(NC(C)C(=O)NCc2ccccc2)c1 (configuration not stated)	-5	5	4	13	-23	3.1	-3	0	4

Sorted by count of non-hydrogen atoms (largest number first): part of the list above.
SMILES	S1P4 antagonist	EP2 antag	NPY-Y1 antag	NPY-Y1 PAM-ag	EP2 modulator	S1P4 agonist	eIF4E-4G inh	p97 ATPase inh	NPY-Y2 PAM-ag
O=C(NCc1ccco1)C(c1ccco1)N(CCc1ccccc1)C(=O)Cn1nnc2ccccc21 (configuration not stated)	-13	15	17	-23	12	-0.4	4	4	-6
COCCn1c(-c2ccc(-c3ccccc3Cl)o2)nc2c1c(=O)[nH]c(=O)n2CC(C)C	8	10	1	11	14	0.8	9	7	4
Cc1onc(-c2c(Cl)cccc2Cl)c1NC(=O)NN(C)c1ccc([N+](=O)[O-])cn1	12	8	.	11	10	-0.5	-4	7	9
COc1ccc(CNC(=O)C/C(C)=N/NC(=O)Cc2ccc(OC)cc2)cc1	-1	2	1	-12	-7	0.7	16	5	-10
c1ccc(-c2cc(-c3nc4ccccc4[nH]3)c3ccccc3n2)cc1	9	23	4	-10	-46	1.7	-4	7	-17
CCC1OC2(C)OC(=N)C1(C#N)C(C#N)(C#N)C2c1ccccc1 (configuration not stated)	-3	7	-1	-1	27	1.4	1[fluorescence artefact?]	3	10
CCC(C)n1c(-c2cccs2)nc2nc3ccccc3nc21 (configuration not stated)	-14	14	-9	20	55	0.9	-9	4	12
CSc1cccc(NC(C)C(=O)NCc2ccccc2)c1 (configuration not stated)	-5	5	4	13	-23	3.1	-3	0	4
CC(=O)c1sccc1NC(=O)c1ccccc1C(=O)O	-5	14	.	-27	85*	0.2	-1	-1	-23
Cc1ccc(O)c(C2=Nc3ccccc3C2(C)C)c1	-8	10	11	-19	37	0.3	4	0	-19

(listing goes on)
SMILES	S1P4 antagonist	EP2 antag	NPY-Y1 antag	NPY-Y1 PAM-ag	EP2 modulator	S1P4 agonist	eIF4E-4G inh	p97 ATPase inh	NPY-Y2 PAM-ag
CC(=O)N1CCN(C(=S)Nc2ccc(Oc3ccccc3)cc2)CC1	-22	3	-2	-7	-22	2.3	-3	6	17
Cc1c(C(=O)NCCc2ccccc2)oc2ccc(S(=O)(=O)N3CCOCC3)cc12	-16	13	1	13	-37	1.6	-1	0	7
Cc1ccsc1C(=O)NNC(=O)Nc1ccc(Cl)c(Cl)c1	0	17	5	-46	-25	0.4	-9	-4	-21
Cc1cccc(C)c1NC(=S)NC(=O)CCc1ccccc1	8	11	3	-7	-18	1.5	-2	-1	-16
CC1Cc2ccccc2N1C(=O)CSc1ccccc1 (configuration not stated)	1	8	2	21	12	0.4	1	-1	-4
Nc1nc(Nc2cccc(F)c2)nc(NCc2ccco2)c1[N+](=O)[O-]	6	7	.	12	44	-1.1	-4	-5	17
CCc1ccc(NC(=S)NC2CC3CCCC(C2)N3Cc2cccs2)cc1 (configuration not stated)	-3	7	3	-12	-39	-0.7	2	-2	-3
N#Cc1c(Cl)cccc1N1CCCC1	6	9	.	14	3	-2.0	1	9	9
CCc1ccc(OC)c(S(=O)(=O)NCCOc2ccccc2)c1	-2	2	2	6	-11	2.1	-2	1	8
Cc1ccc2cc3cc(C(=O)NCc4ccco4)oc3nc2c1	-10	14	11	14	-33	1.4	3	1	6
CN(C)/N=C/c1ccc([N+](=O)[O-])cc1[N+](=O)[O-]	-14	10	-1	-16	-45	-1.9	0	0	-12
Cc1ccc(C)n1NC(=O)c1ccc([N+](=O)[O-])cc1	0	8	5	4	19	0.0	2	2	16
CSc1ccc(Cl)c(C(=O)OCC(=O)NC2CC2)c1	-7	9	-3	12	10	-0.7	-15	-2	8
